Bioassay records: PubChem, several laboratories
DAX1 inh-1: DAX1 (NR0B1) inhibitors, primary screen, cell-based, HEK293, Gal4-DAX1, luciferase luminescence | Nuclear receptor subfamily 0 group B member 1 (Homo sapiens), P51843 | HEK293 Gal4-DAX1 luciferase reporter | inhibition, % at 6.75 µM | 340,000 compounds, 0.99% hits | AID 504766, 2011;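 active = inhibition above the mean over all tested compounds plus 3 SD, cut at about 4.2% in these data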;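 note: 0% = DAX1-transfected cells with DMSO and 100% = empty-vector control cells with DMSO; inhibition shows as a rise in luminescence from relieved DAX1 repression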
GC-B act: human GC-B receptor activators, primary screen, HEK293 GC-B cells, cGMP TR-FRET, EC30 CNP | Atrial natriuretic peptide receptor 2 (Homo sapiens), P20594 | 0% at EC30 CNP, 100% saturating CNP | activation, % at 10 µM | 370,000 compounds, 0.11% hits;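 active = activation at 10 µM reaching about 35% in either raw or pattern-adjusted values, limit read from the data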
Target sequence (P20594 whole entry, looked up): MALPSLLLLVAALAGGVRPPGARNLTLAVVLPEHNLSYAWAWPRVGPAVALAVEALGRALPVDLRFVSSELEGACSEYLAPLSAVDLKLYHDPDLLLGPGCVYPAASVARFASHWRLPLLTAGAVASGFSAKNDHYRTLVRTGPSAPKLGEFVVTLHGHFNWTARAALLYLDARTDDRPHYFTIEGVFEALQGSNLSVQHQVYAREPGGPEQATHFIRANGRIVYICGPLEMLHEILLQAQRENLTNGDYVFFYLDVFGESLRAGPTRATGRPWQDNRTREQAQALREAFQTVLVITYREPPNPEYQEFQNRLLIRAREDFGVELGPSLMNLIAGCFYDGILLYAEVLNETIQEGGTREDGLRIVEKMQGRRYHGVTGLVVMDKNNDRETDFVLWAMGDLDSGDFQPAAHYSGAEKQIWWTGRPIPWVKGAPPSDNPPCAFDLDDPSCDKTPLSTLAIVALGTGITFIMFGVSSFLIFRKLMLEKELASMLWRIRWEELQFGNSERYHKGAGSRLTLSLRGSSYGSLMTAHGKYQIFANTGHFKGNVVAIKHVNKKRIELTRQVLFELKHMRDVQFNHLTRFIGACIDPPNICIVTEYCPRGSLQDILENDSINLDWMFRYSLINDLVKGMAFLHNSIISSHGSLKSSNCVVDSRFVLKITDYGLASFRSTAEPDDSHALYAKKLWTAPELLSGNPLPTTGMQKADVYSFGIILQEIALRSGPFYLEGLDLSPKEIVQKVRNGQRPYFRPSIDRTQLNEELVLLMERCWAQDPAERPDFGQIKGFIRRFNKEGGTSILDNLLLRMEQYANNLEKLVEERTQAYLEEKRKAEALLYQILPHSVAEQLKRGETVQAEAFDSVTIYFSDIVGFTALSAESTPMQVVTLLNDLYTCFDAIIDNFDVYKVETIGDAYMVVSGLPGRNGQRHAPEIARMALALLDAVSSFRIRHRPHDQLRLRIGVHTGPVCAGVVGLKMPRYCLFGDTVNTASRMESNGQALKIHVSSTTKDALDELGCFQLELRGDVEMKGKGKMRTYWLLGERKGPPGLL
ADAM10 inh: human ADAM10 inhibitors, primary screen, biochemical, QFRET, HTS; recombinant ADAM10, EDANS/DABCYL FRET peptide cleavage, 3 h; inhibition, % at 7 µM; 370,000 compounds, 0.62% hits; Disintegrin and metalloproteinase domain-containing protein 10 (Homo sapiens), O14672;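 active = inhibition above a per-campaign cutoff equal to the mean of compounds falling between control-based bounds plus 3 SD, cut at about 20% in these data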;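 note: 0% = DMSO wells while the 100% control is not disclosed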
DAX1 inh-2: DAX1 (NR0B1) inhibitors on StAR promoter, primary screen, cell-based, luminescence, SF-1 (NR5A1), full-length DAX-1 | HEK293T StAR-luciferase reporter, SF-1/DAX-1 repression relief | inhibition, % at 6.8 µM | 370,000 compounds, 1.1% hits | AID 652010, 2013;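 active = inhibition above the mean over all tested compounds plus 3 SD, cut at about 3.6% in these data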;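 note: 0% = DAX-1 cells with DMSO and 100% = cells lacking DAX-1 with DMSO; higher inhibition means more luminescence from relief of DAX-1 repression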
hgDAF-12 ag: H. glycines DAF-12 receptor agonists, primary screen, cell-based, luminescence, HEK293, GAL4 fusion, UAS-luciferase | Nuclear hormone receptor DAF-12 (Heterodera glycines), GAL4 fusion | 370,000 compounds, 1.8% hits | HEK293 GAL4-hgDAF12 UAS-luciferase reporter, agonist luminescence; normalized to butyrate control | activation, % at 6.8 µM;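 active = activation above a cutoff set at the mean of all screened compounds plus 3 SD, cut at about 10% in these data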;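 note: 0% = DMSO wells and 100% = sodium butyrate wells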
SMARCA2 activ: SMARCA2 (BRM) function activators, primary screen, cell-based, luminescence, high throughput | activation, % at 9.1 µM | MG213 cells, MMTV-luciferase reporter, dexamethasone, overnight | AID 652017, 2013 | 370,000 compounds, 1% hits; in the data active = activation above about 7.8%;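 note: 0% = vehicle wells and 100% = reference activator wells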
sPLA2-III inh: human group III sPLA2 inhibitors, primary screen, biochemical, QFRET, BODIPY PC-A2 liposome substrate. QFRET BODIPY PC-A2 liposome hydrolysis, fluorescence. 370,000 compounds, 0.56% hits. inhibition, % at 12.2 µM. AID 743126, 2013. Group 3 secretory phospholipase A2 (Homo sapiens), Q9NZ20;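 active = inhibition above mean plus 3 SD of compounds lying within the high and low control bounds, cut at about 19% in these data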;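 note: 0% = median of test compound wells and 100% = no enzyme DMSO wells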
hcDAF12 agonist: H. contortus DAF-12 nuclear receptor activators, primary screen, cell-based, luminescence, HEK293, lit1-tk-luc reporter | HEK293 hcDAF-12 lit1-tk-luc reporter; 0% DMSO, 100% Δ7-dafachronic acid | activation, % at 6.8 µM | 370,000 compounds, 1.4% hits | AID 652067, 2013;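 active = activation above the mean of all tested compounds plus 3 SD, cut at about 5.5% in these data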;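 note: 100% = response to 3 µM Δ7-dafachronic acid high control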
FXN GAA850 act: FXN promoter activators, primary screen, cell-based, luciferase luminescence, HEK293 lucGAA850; 360,000 compounds, 0.56% hits; HEK293 lucGAA850 FXN promoter luciferase reporter, 24 h; percent of 10 µM SAHA response; activation, % at 6 µM; AID 540364, 2011;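 active = activation above the average of all compounds screened plus 3 SD, cutoff fixed separately per campaign, cut at about 7.5% in these data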;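 note: 0% = DMSO wells and 100% = 10 µM SAHA wells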
GC-A act: GC-A stimulated cGMP production enhancers – HEK293 GC-A cells, cGMP TR-FRET, EC30 ANP, primary screen; 0% at EC30 ANP, 100% saturating ANP; AID 1671463, 2021; 370,000 compounds, 0.14% hits; activation, % at 10 µM; in the data active = activation above about 40%
ssDAF12 agonist: S. stercoralis DAF-12 nuclear receptor activators, primary screen, cell-based, luminescence, HEK293, GRIP1 co-expression, lit1-tk-luc; Nuclear hormone receptor DAF-12 (Strongyloides stercoralis); HEK293 ssDAF-12/GRIP1 lit1-tk-luc reporter; % of 3 µM dafachronic acid response; activation, % at 6.8 µM; 370,000 compounds, 1% hits; AID 652126, 2013;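 active = activation above the mean over all tested compounds plus 3 SD, cut at about 0.9% in these data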;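 note: 0% = DMSO-only wells and 100% = 3 µM delta7-dafachronic acid wells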
* hit, by the source's call; / = not tested or not shown; & = joins results of further samples.

Second line of a record – DAX1 inh-1, GC-B act, ADAM10 inh, DAX1 inh-2, hgDAF-12 ag, SMARCA2 activ, sPLA2-III inh, hcDAF12 agonist, FXN GAA850 act, GC-A act, ssDAF12 agonist
- C[C@H](CO)N1C[C@H](C)[C@@H](CN(C)C(=O)CCCN(C)C)OCc2cn(nn2)CCCC1=O
 : 1.4, 0, -5, 1.4, 0.0, -4, 9, -1.9, 1.3, 0, -0.3
- CN1CCN(CC(C)(C)NS(=O)(=O)c2ccccc2)CC1
 : 3.1, 0, -12, 0.5, -0.8, -2, 2, 0.0, 0.3, 1, -0.9
- COc1cc(NC(=S)NNC(=O)CC(C)C)c(OC)cc1Cl
 : -0.7, 6, 4, 0.7, -0.8, -3, 12, -0.8, 0.1, 2, -1.4
- O=C(CCn1nnc2ccccc21)N1CCN(Cc2ccc3c(c2)OCO3)CC1
 : /, -6, -7, -0.7, -2.5, -6, 13, -1.5, /, 0, -1.7
- Cc1ccc2c(c1)C1CN(C)CCC1N2C(=O)COc1ccccc1F (centres undefined)
 : 0.2, -1, 0, 0.1, 4.5, 1, -1, 4.2, 1.2, 4, 0.6
- CN(C)S(=O)(=O)N(Cc1ccc(Br)cc1)c1ccccc1
 : 0.4, -16, 9, -0.5, -0.8, 4, -10, -0.3, 1.4, -21, -1.7
- COc1cc(/C=C/c2cccc[n+]2C)ccc1OCC(=O)Nc1cccc(Cl)c1
 : 0.6, -1, -8, -0.3, -0.2, -4, 5, -2.5, 0.2, -3, -1.0
- Cn1cc(SCC(=O)N2CCOCC2)c2ccccc21
 : 1.6, 3, 1, 1.2, 5.6, 1, -1, 5.3, 2.3, -1, 0.2
- COc1cc(C(=O)NNC(=S)NC(=O)c2ccc(Cl)cc2)cc(OC)c1OC
 : -0.9, 6, 9, -0.1, 0.1, -3, 26*, -1.3, 2.5, 2, -1.7
- CN(C(=O)c1cccc(NC(=O)Cc2cccc(NC(=O)C3CCN(C(=O)C4CCCC4)CC3)c2)c1)C1CC1
 : 0.6, 4, -3, -0.5, -0.7, 2, -5, -0.4, -1.0, 3, -1.4
- CCC(C)(C)NC(=O)C(c1cccs1)N(C(=O)c1ccn[nH]1)c1cccc(OC)c1 (centres undefined)
 : 2.2, -8, -3, 0.5, -1.4, 1, 1, -1.2, 2.9, -14, -1.4
- COc1ccc(C)c2sc(N(CCCN(C)C)C(=O)CS(=O)(=O)c3ccc(F)cc3)nc12
 : -0.3, -11, -4, 1.8, 0.6, 0, -25, 1.7, -1.9, -6, -0.6
- Cc1ccc(NCC(=O)Nc2cccc(S(=O)(=O)N(C)C)c2)cc1S(=O)(=O)N1CCCCCC1
 : -2.7, -1, 24*, -7.4, -7.7, -3, -32, -4.5, -3.4, 3, -2.5
- COc1ccc(-n2c(=O)c(CCC(=O)N3CCC(C)CC3)nc3ccccc32)cc1
 : -0.2, 3, -12, -1.3, -0.5, 3, -2, 0.5, -1.7, -5, -1.4
- CCOC(=O)c1[nH]c(C)c(C(=O)NCc2cccnc2)c1C
 : -1.7, 3, -7, -0.4, 0.1, 0, -2, -1.5, -1.3, 0, -0.9
- Cc1cc(Oc2ccc(=O)n(C)n2)nc(Oc2ccc(=O)[nH]n2)n1
 : -1.4, 3, 0, 0.4, 1.4, -2, 11, -0.5, -0.5, 4, -1.5
- Cc1cccc2cncc(OCc3nnc(SC(F)F)n3C)c12
 : /, -2, -11, 0.4, 1.3, -3, 7, -1.1, 3.9, -3, -1.4
- Cc1nn(CCC(=O)Nc2cccc(C#N)c2)c(C)c1S(=O)(=O)N1CCCCC1
 : 0.2, 0, 1, -0.4, 1.1, -4, -5, 0.2, 1.5, -1, -1.7
- C/C(Cc1ccccc1)=N\NC(=O)CNC(=O)c1ccccc1F
 : 0.5, -3, 2, 0.1, 0.5, -1, 4, -1.4, 3.6, 3, -0.3
- Cc1cccc(COCC(CC(C)C)N2CCN(C(=O)c3ccc(C(F)(F)F)cc3)CCC2=O)c1 (centres undefined)
 : -0.6, -3, -4, -0.2, -0.3, 0, -13, -0.1, 3.3, 0, -1.5
- N#C/C(=C\c1cn(-c2ccccc2)nc1-c1cc2ccccc2o1)c1nc2ccccc2[nH]1
 : 1.5, -5, -25, 1.2, 6.5, 2, 5, 6.6*, 2.4, -1, -0.3
- CCOC(=O)CN(C(=O)Cn1nnc(-c2ccc(OC)cc2)n1)C(C(=O)NC1CCCC1)c1ccc(F)cc1 (centres undefined)
 : -0.8, -1, -4, -0.4, -0.5, -3, -2, -2.1, -2.2, -4, -1.8
- Cn1nnnc1SCc1ccccc1[N+](=O)[O-]
 : 0.9, -8, -4, 0.8, -0.2, -2, -2, -0.7, -0.2, 4, -1.0
- COc1ccc(CC(=O)OCn2nnc3ccccc3c2=O)cc1
 : 0.7, -9, 5, 1.0, 1.3, 0, -4, 1.1, -1.8, 0, 0.1
- O=C(Nc1ccc(C(O)(C(F)(F)F)C(F)(F)F)cc1)c1ccccc1C(F)(F)F
 : /, -6, 16, /, -0.1, /, -27, -1.4, /, 2, -1.4
- CC(C)CN(C(=O)COC(=O)c1ccccc1SCC(=O)N1CCCC1)C1CCS(=O)(=O)C1 (centres undefined)
 : -0.1, 1, -25, -0.9, -1.9, -2, 11, 1.3, 0.1, 1, -1.5
- COc1ccc(-c2csc(CCN3N=C(C)CC3=O)n2)cc1
 : -1.3, -1, 2, -1.5, -2.4, -1, -17, -0.7, -2.4, 1, -1.4
- COc1cccc(C(=O)CN2C3=NCCCN3c3ccccc32)c1
 : -0.1, -4, 9, 0.0, -2.4, -3, -7, -0.3, -1.5, -3, -1.0
- O=S1(=O)C[C@@H](N2CCOCC2)[C@H](N2CCOCC2)C1
 : -0.7, -1, -1, -0.8, -1.1, 2, 1, 0.9, 2.0, 0, -1.2
- C/C(=N\NC(=O)c1cccc(O)c1)c1cccc(NC(=O)c2ccc(F)cc2)c1
 : 2.5, -3, -14, 4.3*, 6.0, 4, -9, 0.0, 2.3, 0, 0.6

Next records:
Second line of a record – DAX1 inh-1, GC-B act, ADAM10 inh, DAX1 inh-2, hgDAF-12 ag, SMARCA2 activ, sPLA2-III inh, hcDAF12 agonist, FXN GAA850 act, GC-A act, ssDAF12 agonist
- O=C(CN(C(=O)CNS(=O)(=O)c1ccccc1)c1ccc(Cl)cc1)NCC1CCCO1 (centres undefined)
 : 1.3, 3, -7, 0.3, 1.5, -4, -2, -1.2, 0.0, 2, -1.5
- Cc1occc(=O)c1OCc1c(Cl)cccc1Cl
 : -0.3, 7, -2, -0.2, 0.5, 2, -4, -1.0, 1.3, 3, -1.3
- O=C(O)c1cc2c(ncc3c(=O)n(-c4ccccc4)[nH]c32)s1
 : /, 3, -16, 1.0, 1.8, -3, 13, 1.0, /, 4, -1.0
- O=C(O)c1cc(-c2ccc(Br)s2)nc2ccccc12
 : 0.5, -31, -458, 0.6, 4.2, 5, -9, 1.0, 2.8, 9, -0.9
- Cc1ccc(S(=O)(=O)Nc2c(C)n(C)n(-c3ccccc3)c2=O)cc1
 : -0.3&-1.0, -6&3, 10&2, 1.3&0.5, -0.8&1.5, -3&-3, -2&-4, -1.1&-1.4, -2.1&1.1, 2&0, -0.6&-0.4
- Cc1nnc(SCC(=O)N2CCOCC2)[nH]c1=O
 : -0.1, -2, -9, -0.5, -3.7, 2, 3, -1.4, -2.0, 3, -2.2
- COc1cc(NC(=O)c2cccs2)c(OC)cc1NC(=O)CCC(=O)Nc1ccc(C)cc1
 : 0.2, 1, 5, -0.3, -0.6, 2, 0, -0.6, -3.1, -4, -1.0
- Cc1cccc(C)c1NC(=O)CN(C)C(=O)Cn1c(=O)cnc2ccccc21
 : 0.9, -3, 8, 0.7, 0.1, -4, 12, -1.1, 1.0, -1, -1.1
- O=C(NNc1ccccc1F)C1CCC1
 : 1.0, 3, -5, -0.5, -4.8, -1, 4, -1.4, 1.3, 0, -1.7
- COc1ccc(OC)c(-c2cc(C3CCN(c4ncccc4[N+](=O)[O-])CC3)[nH]n2)c1
 : -1.2, -4, 24*, -1.1, -2.4, 3, -20, -3.4, 0.1, -2, -1.9
- COc1ccc(C(NC(=O)c2ccco2)c2ccc(OC)c(OC)c2)cc1 (centres undefined)
 : 0.5, -6, 4, -0.6, -2.2, 3, 2, -1.6, 3.0, 3, -1.1
- O=C(O)c1cc(S(=O)(=O)N2CCCCCC2)c(Cl)cc1Cl
 : -0.5, 0, -7, 0.1, -4.5, 0, -2, 0.8, -1.0, 3, -2.1
- Fc1ccc(C2=CC(c3ccco3)n3nnnc3N2)cc1 (centres undefined)
 : /, 2, -85, -0.1, -1.6, -1, -15, 0.9, 1.4, 1, -1.4
- CCC1(c2ccc(Cl)cc2)NC(=O)N(CC(=O)NC2CCCCCC2)C1=O (centres undefined)
 : 0.8, -3, -2, 1.0, 4.0, -1, -4, -1.5, -1.6, -1, -1.0
- COc1ccc(OC)c(NC(=O)CSc2nnnn2C)c1
 : 2.6, 3, -7, 0.5, -2.6, -1, 1, -0.4, 0.3, -1, -1.2
- CN1CCN(C(=O)CNC(=O)C23CC4CC(CC(C4)C2)C3)CC1
 : 0.7, 0, -4, 0.2, -0.9, -1, 2, -0.7, 0.8, 5, -1.4

The order is random; about 6.6% have a hit in one of these screens.
